FAK inh: inhibitors of human focal adhesion kinase; Q05397; biochemical FAK kinase activity assay; inhibition, %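 (tested at 7 µM)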; actives 0.84% (n = 97,000); AID 727; in the data active = inhibition above about 19%;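 also: 0% = DMSO and 100% = reference compound high control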
ERa coact inh: blocks coactivator binding to human estrogen receptor alpha; P03372; TR-FRET ER-alpha LBD / SRC-1 peptide, estradiol-bound; inhibition, % at 25.6 µM; actives 1.7% (n = 86,000); AID 629; in the data active = inhibition above about 50%;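 also: 0% = receptor plus peptide control and 100% = peptide only without receptor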
CD11b adhes enh: CD11b/CD18-fibrinogen binding enhancement | P05107+P11215 | K562 CD11b/CD18 adhesion to fibrinogen, ATPlite luminescence | activation, % at 10 µM | actives 0.07% (n = 93,000);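 active = 10 µM primary screen giving 50% or more activity, confirmed by 40% or more on retest at that dose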; also: strong numbers were not always called active
Target sequence (P05107 whole entry, looked up, other chains not shown): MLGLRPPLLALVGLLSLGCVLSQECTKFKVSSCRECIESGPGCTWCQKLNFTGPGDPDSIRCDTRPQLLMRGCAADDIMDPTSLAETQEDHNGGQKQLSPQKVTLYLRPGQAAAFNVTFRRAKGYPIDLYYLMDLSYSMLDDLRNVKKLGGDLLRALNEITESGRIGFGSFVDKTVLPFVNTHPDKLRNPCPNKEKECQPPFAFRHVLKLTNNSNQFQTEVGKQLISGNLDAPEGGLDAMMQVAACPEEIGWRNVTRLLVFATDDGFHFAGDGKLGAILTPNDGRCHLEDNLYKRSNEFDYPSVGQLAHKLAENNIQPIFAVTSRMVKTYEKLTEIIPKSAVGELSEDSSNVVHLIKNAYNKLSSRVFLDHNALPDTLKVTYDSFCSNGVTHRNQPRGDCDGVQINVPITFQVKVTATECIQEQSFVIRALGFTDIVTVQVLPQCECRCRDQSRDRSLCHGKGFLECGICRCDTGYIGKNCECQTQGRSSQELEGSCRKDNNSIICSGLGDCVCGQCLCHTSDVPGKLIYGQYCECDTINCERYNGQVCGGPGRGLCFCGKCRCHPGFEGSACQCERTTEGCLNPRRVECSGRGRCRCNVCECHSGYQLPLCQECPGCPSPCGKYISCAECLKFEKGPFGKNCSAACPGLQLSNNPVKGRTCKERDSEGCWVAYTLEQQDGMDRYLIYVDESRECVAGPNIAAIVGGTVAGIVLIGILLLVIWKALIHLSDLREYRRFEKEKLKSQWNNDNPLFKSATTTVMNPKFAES
CD11b adhes inh: CD11b/CD18-fibrinogen binding inhibition; AID 1497; K562 CD11b/CD18 adhesion to fibrinogen, ATPlite luminescence; Mn2+ added to activate the integrin; inhibition, % at 10 µM; actives 0.54% (n = 93,000);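 active = primary inhibition of 50% or more at 10 µM, then 40% or more on retest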; also: some results filed as inactive read as strong as hits
ERb coact inh: blocks coactivator binding to human estrogen receptor beta | TR-FRET ER-beta LBD / SRC1-Cy5 peptide binding; receptor agonist-loaded with 1 µM estradiol | Q92731 | inhibition, % at 25.6 µM | actives 1.3% (n = 86,000);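 active = compounds whose percent inhibition of the receptor-coactivator binding signal exceeds about 50% in the single-dose screen, limit read from the data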;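 also: 0% = receptor plus peptide wells without compound and 100% = peptide-only wells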
Rev-RRE block: disrupts HIV-1 Rev binding to RRE RNA; Rev peptide-RRE RNA binding, FRET; actives 0.79% (n = 97,000); P05866; inhibition, % at 8 µM; AID 704;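 active = inhibition above the screen-wide mean plus 3 SD, cut at about 35% in these data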;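 also: 0% = median DMSO wells and 100% = median Neomycin B control wells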
Target sequence (P05866 whole entry, looked up): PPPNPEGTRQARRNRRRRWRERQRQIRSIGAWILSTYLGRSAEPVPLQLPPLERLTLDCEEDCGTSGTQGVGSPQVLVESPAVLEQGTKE
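Assay system: Labelled RRE RNA duplex and labelled Rev peptide | Times: 5 min preincubation and 15 min binding, 25 °C | Detection: FRET, ex 480 nm, em 540 and 671 nm | Evaluation: % inhibition of FRET ratio versus controls | Benchmarks: DMSO wells as 0% and neomycin B wells as 100% inhibition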
ERa SRC1 pot: ER-alpha (human) coactivator binding potentiation | TR-FRET ERalpha-LBD/SRC-Cy5 coactivator binding, 2 h; 100 = basal binding, no effect | coactivator binding (% of control), % at 25.6 µM | actives 1.3% (n = 86,000); in the data active = activity above about 200%;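 also: binding measured in presence of low estradiol as agonist stimulus; 0% = peptide alone without receptor and 100% = receptor with peptide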
PLK1 PBD inh: inhibitors of human Plk1 polo box domain binding. AID 693. actives 0.13% (n = 97,000). Plk1 PBD phosphopeptide binding, fluorescence polarization. P53350. inhibition, %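 (tested at about 20 µM)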; in the data active = inhibition above about 34%, passing the limit was not always enough
PLK1 kinase inh: blocks human PLK1 kinase activity | inhibition, % at 10 µM | actives 0.53% (n = 97,000) | recombinant PLK1 kinase, TR-FRET peptide phosphorylation | P53350;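 active = inhibition of 50% or more in the single-concentration screen; inactive = inhibition below 50%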;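 also: 0% = DMSO max control and 100% = H-89 dihydrochloride min control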
Active calls of the source: *; · = no result given; [ ] = dose if it differs, or a comment.

Values run as follows: FAK inh	ERa coact inh	CD11b adhes enh	CD11b adhes inh	ERb coact inh	Rev-RRE block	ERa SRC1 pot	PLK1 PBD inh	PLK1 kinase inh
CCOc1ccc(C(O)Cc2nc3ccccc3n2C)cc1 (stereo not drawn)
    1	-4	·	·	-4	0	100	-34	-8
CO/N=C\Cc1oc(=O)c(NC(=O)c2ccccc2)cc1C(=O)OC
    -1	8[fluorescence artefact?]	-4	2	0[fluorescence artefact?]	19	115	-28	3
Cc1ccc(S(=O)(=O)/N=C(/NC(=S)Nc2ccccc2)c2ccccc2)cc1
    0	·	-3	10	·	-2	·	2	-14
CC1(C)CC(CC(=O)O)(c2ccccc2)CCO1 (stereo not drawn)
    -3	-4	-4	-7	-2	6	122	-12	-2
C#CC(=O)N(c1cc(OC)ccc1OC)C(C(=O)NC1CCCC1)c1cccs1 (stereo not drawn)
    5	·	3	10	·	6	·	10	-1
Cc1ccc(C)c(OCc2nc(-c3cccnc3)no2)c1
    3	·	-4	12	·	9	·	-9	-3
Clc1ccccc1-c1nnc2sc(-c3ccccn3)nn12
    0	-1	·	·	2	3	104	-21	-16
O=C(O)CN1C(=O)Nc2ccc(Br)cc2C1c1ccccc1 (stereo not drawn)
    ·	-10	2	-1	2	·	114	·	·
O=C(CCCn1c(=S)[nH]c2ccccc2c1=O)N1CCCCC1
    -4	-5	-4	-9	-1	1	110	9	-5
CCCC(C)n1[nH]c(=O)c2c(C)cc(C)nc21 (stereo not drawn)
    1	-5	·	·	3	2	88	-1	-10
CC(=O)NC(Cc1c[nH]c2ccccc12)C(=O)N1CCc2ccccc2C1 (stereo not drawn)
    -9	8[fluorescence artefact?]	-1	-9	9	1	111	-1	-6
CC1(C)NC(=O)N(CC(=O)Nc2nc(-c3ccc(F)cc3)cs2)C1=O
    2	·	-3	-9	·	0	·	-9	-5
O=C(CN1C(=O)NC2(CCCC2)C1=O)Nc1ccc(F)cc1
    -2	·	2	-1	·	3	·	-9	-1
Cc1noc2nc(-c3cccs3)cc(-c3nnc4n3CCCCC4)c12
    ·	-4	-2	1	3	·	122	·	·
COc1ccccc1OCCCn1cc(C#N)c2ccccc21
    6	-3	2	-4	-4	17	92	-2	-10
CN(C)S(=O)(=O)c1cccc(C(=O)NCC2CCCO2)c1 (stereo not drawn)
    0	13[fluorescence artefact?]	0	-7	-10	5	102	-11	-15
CC(C)(C)C(=O)c1no[n+]([O-])c1/C(=N/O)C(C)(C)C
    -1	2	-6	14	1	11	102	14	-4
Cc1cc(C)cc(NC(=O)CSc2nnc(-c3ccc(S(=O)(=O)N4CCCC4)cc3)o2)c1
    -6	-1	1	-6	9	1	109	8	1
CN(C)c1ccc(C2N(C(=O)N3CCOCC3)CCN2S(=O)(=O)c2ccccc2)cc1 (stereo not drawn)
    -2	5	-5	3	-6	8	96[fluorescence artefact?]	2	-3
COC(=O)c1cc2occc2n1CC(=O)N(C)C1CCCCC1
    1	1	4	0	2	1	122	-11	2
COc1ccc2nc(SCC(=O)Nc3ccccc3C)[nH]c2c1
    3	-4	-5	13	-14	4	108	0	-2
Cc1c(NC(=O)C(C)OC(=O)COc2cccc3c2OC(C)(C)C3)c(=O)n(-c2ccccc2)n1C (stereo not drawn)
    -1	-5	1	21	-7	-6	98	0	-2
CCN(CC)S(=O)(=O)c1ccc(C(=O)OCCN2C(=O)CCC2=O)cc1
    -5	-7	1	-21	-6	1	112	-10	74*
CC(C)OC(=S)N/C(=N\S(=O)(=O)c1ccccc1)c1ccccc1
    -4	·	2	-28	·	4	·	1	-7
O=C(CC1SC(N2CCCCC2)=NC1=O)Nc1cccc(C(F)(F)F)c1 (stereo not drawn)
    7	0	·	·	4	8	83	7	-7
COc1ccccc1NC=C1C(=O)OC2(CCCCC2)OC1=O
    1	4	3	9	-6[fluorescence artefact?]	4	104[fluorescence artefact?]	4	-9
CCOc1cc2[nH]c(=O)n(CCc3ccc(OC)c(OC)c3)c(=O)c2cc1OCC
    -5	10[fluorescence artefact?]	0	-2	13[fluorescence artefact?]	-1	177[fluorescence artefact?]	10	-14
CCN1C(=O)c2cccc3c(S(=O)(=O)Nc4c(C)n(C)n(-c5ccccc5)c4=O)ccc1c23
    1	-18	6	-18	-14	4	96[fluorescence artefact?]	-2	-9
CC(C)CC(=O)NC(Nc1ccccc1F)C(Cl)(Cl)Cl (stereo not drawn)
    4	·	0	-12	·	8	·	1	-10
O=C(COc1ncnc2c(Cl)cc(Cl)cc12)N1CCCCC1
    7	4[fluorescence artefact?]	0	-17	4[fluorescence artefact?]	4	99	-29	-5
O=C(Nc1ccc(S(=O)(=O)N2CCCc3ccccc32)cc1)C1CCCO1 (stereo not drawn)
    -1	-9	7	-12	-5	9	114	-20	-13
CCOC(=O)N1CCC(NC(=O)C2CCCN(c3nc4ccccc4o3)C2)CC1 (stereo not drawn)
    3	-4	·	·	2	8	129	-26	-10
Cc1ccc(-n2c(N)c(C(=O)N3CCCCC3)sc2=S)cc1
    -2	-8	-4	-27	-4	-1	107	25	-36
N#CC1=C(N)OC2=C(C(=O)CCC2)C12C(=O)N1CCCc3cccc2c31 (stereo not drawn)
    -2	-2	-3	-12	-2	2	111	1	-8
Cc1ccc(/C(N)=N/OC(=O)C23CC4CC(CC(C4)C2)C3)cc1
    -3	·	-4	-2	·	8	·	-5	-8
O=C(Cc1cn2ccsc2n1)Nc1ccccc1Oc1ccccc1
    0	-2	4	-5	-8	6	128	-5	-16
CCN(CC)S(=O)(=O)c1ccc(N2CCN(S(=O)(=O)c3ccc4c(c3)OCCO4)CC2)nc1
    1	-2	-4	29	-28	9	113[fluorescence artefact?]	-9	-29
Cc1[nH]n(-c2ccc(Cl)cc2)c(=O)c1C=Nc1ccc(S(=O)(=O)N2CCOCC2)cc1
    -4	·	-4	4	·	3	·	-12	0
COCCn1nnnc1SCC(=O)c1ccc(F)cc1
    -2	-3	·	·	0	2	120	-18	-8
CC1(C)CC(=O)N(c2ccccc2)C1(C)O (stereo not drawn)
    2	0	3	-18	-4	6	89[fluorescence artefact?]	-16	-8
O=c1c2ccccc2sn1-c1cc(S(=O)(=O)N2CCOCC2)ccc1N1CCCC1
    0	3	-4	20	-3	0	66	-4	4
Cc1ccc(-c2csc(N3CCC(C(N)=O)(N4CCCCC4)CC3)n2)cc1
    4	-16	1	0	-4[fluorescence artefact?]	6	133	-18	-17
CCCCCCS(=O)[C@H]1CS(=O)(=O)C[C@@H]1S(=O)CCCCCC (stereo partly drawn)
    -4	4[fluorescence artefact?]	-2	-19	-6	0	86	3	-11
Cc1noc(C)c1C(=O)NCCC1=CCCCC1
    0	-1	-3	13	-1	2	109	-8	-2
COC(=O)Cc1nc2ccccc2[nH]1
    3	-7	-4	-5	-1	9	102	-9	9
O=C(CCC(=O)Nc1nnc(C2CCCCC2)s1)NCc1cccs1
    6	-1	-4	-19	-8	0	104	-23	-2
CCCCCOC(=O)c1ccccc1C(=O)O
    ·	6	-2	3	-8	·	109	·	·
O=C(CN1CCC(n2nnc3cc(F)ccc32)CC1)NCCc1ccccc1
    0	-17	·	·	-17	8	105	-4	-9
COC(=O)c1ccc(C(=O)Nc2cc(Cl)ccc2Cl)cc1NC(=O)c1ccccc1C
    2	·	31	-38	·	10	·	15	-11
COCCn1cc(C(=O)N2CCC(C)CC2)c2c3ccccc3n(C)c2c1=O
    0	2	-4	2	3[fluorescence artefact?]	8	85	-9	-8
OCCNc1nc2ccc(Cl)cc2[nH]1
    5	-63	-2	-4	-14	5	117	12	-12
O=C(CCS(=O)(=O)Cc1ccc(Cl)cc1)NCCCN1CCOCC1
    -1	-1	-4	-2	-9	8	96	27	-17
CCC(=O)N(Cc1cc2cc(OC)ccc2[nH]c1=O)c1ccccc1C
    4	2	0	-21	-5	3	106	-22	-2
O=C(C1CCN(S(=O)(=O)c2ccc(F)cc2)CC1)N1CC=C(c2ccccc2)CC1
    ·	-15	3	16	5	·	86	·	·
O=C(Cc1ccc(F)cc1)c1ccc(O)cc1O
    1	-4	-2	8	-5	15	98	-1	-8
CC(=O)n1nc(-c2cccnc2)nc1N
    0	6	-3	7	4	6	103	14	-2
Cc1cc2nc(-c3ccc(SCC(=O)N4CCN(C(=O)c5ccco5)CC4)nc3)[nH]c2cc1C
    2	50[fluorescence artefact?]	·	·	27	-3	122[fluorescence artefact?]	10	1
Cc1nc2ccccc2c2oc(C(=O)NCc3ccc4c(c3)OCO4)cc12
    0	18[fluorescence artefact?]	17	28	-3	-2	107	-30	-12
O=S(Cc1ccc(Cl)cc1)CC(O)COCc1ccc(Cl)cc1 (stereo not drawn)
    -2	-5	-2	12	-9[fluorescence artefact?]	12	131	2	-4
CCOC(=O)c1ccc(NC(=O)CSc2nc3cccnc3n2C)cc1
    -2	9	·	·	3	2	105	1	-5

Three entries out of the list, sorted by molar mass, highest first:
Values run as follows: FAK inh	ERa coact inh	CD11b adhes enh	CD11b adhes inh	ERb coact inh	Rev-RRE block	ERa SRC1 pot	PLK1 PBD inh	PLK1 kinase inh
Cc1cc2nc(-c3ccc(SCC(=O)N4CCN(C(=O)c5ccco5)CC4)nc3)[nH]c2cc1C
    2	50[fluorescence artefact?]	·	·	27	-3	122[fluorescence artefact?]	10	1
O=C(CN1CCC(n2nnc3cc(F)ccc32)CC1)NCCc1ccccc1
    0	-17	·	·	-17	8	105	-4	-9
CCC(=O)N(Cc1cc2cc(OC)ccc2[nH]c1=O)c1ccccc1C
    4	2	0	-21	-5	3	106	-22	-2

Other structures:
Values run as follows: FAK inh	ERa coact inh	CD11b adhes enh	CD11b adhes inh	ERb coact inh	Rev-RRE block	ERa SRC1 pot	PLK1 PBD inh	PLK1 kinase inh
O=C(COc1ccccc1)NNC(=S)NC(=O)c1ccc(Cl)cc1Cl
    -3	-12	·	·	-8	3	95	-6	-8
CCn1ncc(C2=NOC(C(=O)Nc3ccc(C)cc3)C2)c1C (stereo not drawn)
    -1	-4	-4	6	-6	4	103	-21	-4
CCOc1cc(C)c(C(C)C)cc1S(=O)(=O)N1CC(C)OC(C)C1 (stereo not drawn)
    -1	4	3	6	-4	2	100	-22	-9
CCc1cccc(C)c1NC(=O)CCCC(=O)O
    -3	-9	4	-27	-6	6	125	22	-9
CC(C(=O)Nc1ccccn1)N1C(=O)C2C3C=CC(C3)C2C1=O (stereo not drawn)
    5	-4	-4	15	2[fluorescence artefact?]	5	119	-18	-20
Cc1sc2nc(-c3cccs3)nc(N3CCCN(C)CC3)c2c1C
    ·	-5	3	20	-6	·	95	·	·
Cc1ccc(S(=O)(=O)N2CCC(C(=O)NCCCN3CCCCCC3)CC2)cc1
    0	6	0	-6	3	13	123	-20	-11
Cc1noc2ncnc(Oc3ccc4ccccc4c3)c12
    -1	·	·	·	·	2	·	9	-8
Cc1ccc2cc(CN(Cc3ccco3)C(=O)NC3CCCCC3)c(=O)[nH]c2c1C
    2	-1	·	·	-2[fluorescence artefact?]	4	95	11	-2
CCOC(=O)c1[nH]c(C)c(C(=O)NCCN2CCOCC2)c1C
    -3	-7	1	-16	-7	7	102	-21	74*
CCOc1ccccc1CNC(=O)CCN1C(=O)COc2ccccc21
    -3	9	4	-10	15	7	94	0	-3
CCCN1CCN(CCCNC(=O)CN2C(=O)COc3ccccc32)CC1
    ·	5[fluorescence artefact?]	-2	2	-7[fluorescence artefact?]	·	111[fluorescence artefact?]	·	·

Screening data from PubChem.
